sEH inh – inhibitors of human soluble epoxide hydrolase | P34913 | recombinant human sEH enzymatic activity assay | inhibition, % at 2 µM | 0.34% of 91,000 active | AID 707; in the data active means inhibition above about 80%; further: values of inactives mirror those of a sister screen read the other way; many of its hits are not listed in these tables
Target sequence (P34913 whole entry, looked up): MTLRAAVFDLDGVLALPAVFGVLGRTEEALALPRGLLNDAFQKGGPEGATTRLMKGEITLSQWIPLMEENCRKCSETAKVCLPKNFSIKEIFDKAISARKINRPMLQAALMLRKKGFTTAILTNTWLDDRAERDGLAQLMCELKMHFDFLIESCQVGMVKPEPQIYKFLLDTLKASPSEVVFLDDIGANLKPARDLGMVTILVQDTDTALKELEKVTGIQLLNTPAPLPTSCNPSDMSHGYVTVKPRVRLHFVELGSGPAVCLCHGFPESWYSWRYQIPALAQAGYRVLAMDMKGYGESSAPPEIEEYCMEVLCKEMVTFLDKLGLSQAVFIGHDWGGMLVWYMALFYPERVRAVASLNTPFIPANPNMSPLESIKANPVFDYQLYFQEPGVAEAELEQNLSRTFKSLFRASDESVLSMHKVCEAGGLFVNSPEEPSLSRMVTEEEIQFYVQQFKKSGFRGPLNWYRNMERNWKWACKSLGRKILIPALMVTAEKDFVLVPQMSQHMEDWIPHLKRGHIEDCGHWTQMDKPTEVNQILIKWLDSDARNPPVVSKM
DAT uptake mod – human DAT dopamine uptake with cocaine, either direction; 1.3% of 110,000 active; LLC-PK1 hDAT cells, [14C]-dopamine uptake with cocaine IC80; actives deviate in either direction; Q01959; B-score at 10 µM;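 active means Z score or B-score, a plate-position-corrected score, falls beyond the plate's 99.7% confidence bounds, in either direction; inactive means both scores lie inside the 99.7% bounds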;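 further: scored against the spread of the other compound wells on the same plate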
PostGolgi yeast – growth inhibition of a yeast mutant, post-Golgi transport screen; inhibition, % at 10 µM; 0.9% of 98,000 active; post-Golgi transport phenotypic cell assay;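 further: yeast cells grown in 1536-well plates; yeast grown about 18 h at 30C before absorbance read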
CYP2C19 inhib – blocks human cytochrome P450 2C19 | P33261 | CYP2C19 Supersomes, luciferin-H EGE luminescence, 30 min | inhibition, % at 5 µM | 21% of 96,000 active;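 active means CYP2C19 inhibition above a set limit at 5 µM in the primary screen, cut at about 50% in these data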;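 further: plate controls were negative control wells for no effect and 2.5 mM tranylcypromine positive control for full effect; values of inactives mirror those of a sister screen read the other way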
Target sequence (P33261 whole entry, looked up): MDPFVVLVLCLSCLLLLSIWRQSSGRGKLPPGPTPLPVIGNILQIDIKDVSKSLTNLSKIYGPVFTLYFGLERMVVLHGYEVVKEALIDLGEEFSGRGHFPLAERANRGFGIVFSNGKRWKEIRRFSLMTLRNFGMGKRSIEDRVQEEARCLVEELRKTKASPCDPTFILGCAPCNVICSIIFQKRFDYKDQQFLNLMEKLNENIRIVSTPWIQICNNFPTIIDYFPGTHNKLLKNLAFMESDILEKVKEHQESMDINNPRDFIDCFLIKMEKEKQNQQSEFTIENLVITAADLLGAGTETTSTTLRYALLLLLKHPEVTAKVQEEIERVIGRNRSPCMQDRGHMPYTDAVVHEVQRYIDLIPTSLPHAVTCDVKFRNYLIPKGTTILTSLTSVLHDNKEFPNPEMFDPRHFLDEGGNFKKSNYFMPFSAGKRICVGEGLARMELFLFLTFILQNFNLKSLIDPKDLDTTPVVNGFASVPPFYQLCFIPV
S1P2 blocker – antagonists of human S1P2 receptor; cell-based S1P2 antagonist assay, inhibition at 5 uM; O95136; AID 736; 0.21% of 97,000 active; inhibition, % at 5 µM; in the data active means inhibition above about 45%;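 further: CRE beta-lactamase reporter cells expressing human S1P2 stimulated with S1P; 0% = agonist at EC80 alone and 100% = agonist plus reference antagonist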
S1P2 ag – activates the human S1P2 receptor | O95136 | S1P2-expressing cell line, agonist reporter read-out | activation, % at 4.5 µM | 0.46% of 97,000 active; in the data active means activation above about 16%;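 further: 0% = vehicle low control and 100% = maximal reference agonist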
sEH activator – soluble epoxide hydrolase (human) activation | P34913 | purified human sEH enzymatic activity, activator screen | activation, % at 2 µM | 0.04% of 91,000 active | AID 717; in the data active means activation above about 37%; further: values of inactives mirror those of a sister screen read the other way
CYP2C19 activ – activators of human cytochrome P450 2C19; P33261; activation factor at 5 µM; 96,000 tested, under 10 active; recombinant CYP2C19, luciferin-H EGE luminescence; stronger effect = higher value; 0 = fully inhibited enzyme, 1 = untreated enzyme;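 active means activation factor of at least 2 at 5 µM in the primary screen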;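 further: 0 = wells with 2.5 mM tranylcypromine and 1 = vehicle-only wells; values of inactives mirror those of a sister screen read the other way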
PostGolgi ctrl – growth of the yeast control strain, post-Golgi counter-screen | inhibition, % at 10 µM | efflux-deficient yeast background strain, growth absorbance A615, 16 h | AID 738 | 5% of 98,000 active
Numbers without * were called inactive; x = no result given. Unless noted, no stated cut-off is given here; in the data, active means inhibition above about 30%; inactive means the rest.

SMILES | sEH inh | DAT uptake mod | PostGolgi yeast | CYP2C19 inhib | S1P2 blocker | S1P2 ag | sEH activator | CYP2C19 activ | PostGolgi ctrl
CC(Oc1ccc(Cl)cc1Cl)C(=O)Nc1ccncc1 (centres undefined) | 10 | -0.037 | 58* | 100* | 10 | -7 | -9 | 0 | 44*
CCOC(=O)C1CCN(C(=O)CN(c2ccc(Cl)c(C(F)(F)F)c2)S(C)(=O)=O)CC1 | 10 | 0.77 | 19 | 25 | 13 | -9 | -11 | 0.7 | 12
O=C(N/N=C\c1cn(-c2ccccc2)nc1-c1ccccc1)c1ccc(Br)o1 | 9 | x | 9 | 28 | 29 | -4 | -8 | 0.7 | 27
C=CCn1c(SCC(=O)NC(=O)NC2CCCC2)nnc1C1CCCCC1 | 14 | 1.7 | x | x | 17 | 2 | -14 | x | x
COc1ccc(Cn2c(-c3ccco3)nc3oc4ccccc4c(=O)c3c2=O)cc1 | -2 | 0.34 | 6 | -4 | 3 | -2 | 3 | 1 | -2
COCCN1C(=O)/C(=C/c2ccc(Oc3ccc([N+](=O)[O-])cn3)c(OC)c2)SC1=Nc1ccccc1 | -9 | -0.017 | x | x | -16 | -9 | 11 | x | x
CC(C)CSc1ncnc2c1oc1nc3c(cc12)COC(C)(C)C3 | 2 | x | 5 | 21 | 5 | -1 | -2 | 0.8 | 11
Cc1cc(NC(=O)CCC(=O)N(Cc2ccco2)C(C)(C)C(=O)NC2CCCCC2)no1 | -6 | -0.58 | x | x | -19 | 1 | 9 | x | x
CCOC(=O)Cn1c(=O)oc2cc(S(=O)(=O)Nc3c(C)cc(C)cc3C)ccc21 | -8 | -0.65 | 0 | 25 | -18 | -4 | 7 | 0.7 | 3
O=C(O)C1C2C=CC(C2)C1C(=O)N1CCN(CCO)CC1 (centres undefined) | -2 | x | 3 | 1 | 10 | -1 | 2 | 1 | 8
O=C(CSc1nnc(-c2ccncc2)n1Cc1ccco1)Nc1ccccc1Cl | -2 | 0.6 | 3 | 97* | 10 | -11 | 1 | 0 | 5
CCn1nc(NC(=O)c2cccnc2)c2cc3ccccc3nc21 | -3 | 1.4 | 2 | 32 | -70 | 5 | 4 | 0.7 | 5
COc1cc(OC)cc(C(=O)Nc2cccc(C(C)=O)c2)c1 | 11 | 0.84 | -5 | 71* | -2 | -9 | -9 | 0.3 | 4
CC1(C(=O)O)Sc2[nH]c(=O)sc2C2c3ccccc3OC(=O)C21 (centres undefined) | x | 0.11 | 0 | 3 | x | x | x | 1 | -2
Cc1noc(C)c1COC(=O)C1(c2cccc(F)c2)CCCC1 | x | -0.26 | -4 | 37 | x | x | x | 0.6 | 12
NCC/C=C1/c2ccccc2CSc2ccccc21 | 4 | -0.62 | x | x | -13 | -3 | -4 | x | x
CC(c1ccco1)N(C(=O)C12CC3(C)CC(C)(CC(C)(C3)C1)C2)c1ccccn1 (centres undefined) | -1 | x | 3 | 12 | 4 | -2 | 0 | 0.9 | 6
COc1ccc(/C=N\NC(=O)C2=NNC(=O)C2C)cc1 (centres undefined) | -5 | 0.46 | -9 | 4 | 14 | -7 | 2 | 1 | -4
CC(CNC(=O)C1CCCCC1C(=O)O)c1ccccc1 (centres undefined) | -7 | -0.87 | 19 | -7 | 16 | -10 | 5 | 1.1 | -2
COc1cccc(NC(=O)CSc2nc(N)cc(N)n2)c1 | -4 | 0.14 | -4 | -3 | 12 | -9 | 1 | 1 | -11
O=C(Cn1cc(C(=O)C2CC2)c2ccccc21)NCc1ccc2c(c1)OCO2 | 2 | 0.2 | 6 | 81* | 0 | 2 | -2 | 0.2 | 4
COc1cccc(-c2nnc(SCC(=O)N3CCCC3=O)n2-c2ccccc2)c1 | x | -0.29 | -2 | 43 | x | x | x | 0.6 | 0
O=C1N=C(N2CCCCC2)SC1=C1CCCCC1 | -3 | -0.35 | 5 | 40 | -7 | -2 | 6 | 0.6 | 2
COc1cc(-c2nnc(Sc3ccc(C(F)(F)F)cc3[N+](=O)[O-])o2)cc(OC)c1OC | 4 | 0.4 | 3 | 39 | 2 | -4 | -6 | 0.6 | 28
O=c1c2c3c(sc2n2cnnc2n1CCc1ccccc1)CCCC3 | -10 | 0.27 | 5 | 7 | -3 | -5 | 13 | 0.9 | 26
CC12CCC(C(=O)N(NC(=O)c3cc(Cl)ccc3O)C1=O)C2(C)C (centres undefined) | 16 | 0.08 | 26 | -28 | 20 | 4 | -15 | 1.3 | 5
Cc1sc2nc(SCc3nc(-c4cccs4)no3)n(-c3ccccc3)c(=O)c2c1C | 9 | 0.38 | -9 | 20 | -2 | -6 | -6 | 0.8 | 0
COc1ccc(CC(=O)OCc2cc3cccc(C)c3[nH]c2=O)cc1 | 7 | 0.99 | 2 | -1 | -1 | -4 | -10 | 1 | 6
CCOc1ccc(C2Sc3ccccc3NC3=C2C(=O)OC3)cc1 (centres undefined) | 4 | -0.092 | -1 | 68* | 14 | -4 | -6 | 0.3 | 22
Cc1ccc(Cl)cc1N1CCN(C(=O)CN(C2CCCCC2)S(C)(=O)=O)CC1 | -3 | 0.36 | x | x | -18 | -4 | 8 | x | x
Nn1c(SCC(=O)N2CCOCC2)nnc1-c1ccccc1Cl | 2 | 0.65 | -13 | -5 | -4 | -2 | 0 | 1.1 | 0
COC(=O)[C@H](CCSC)NC(=O)N1CCN(Cc2ccccc2)CC1 | 7 | -0.057 | 1 | 21 | 19 | -7 | -7 | 0.8 | 7
Cc1ccccc1S(=O)(=O)c1c(C)cc(C)n(CC(C)C)c1=O | 5 | -1.8 | -1 | 82* | -7 | -3 | -8 | 0.2 | 11
Cc1ccc(CSCCNC(=O)CCSc2ccccc2)cc1 | 66 | 0.3 | -3 | 26 | 19 | -4 | -65 | 0.7 | 9
CCCC(=O)c1ccc(N2CCN(S(=O)(=O)c3ccccc3)CC2)c(F)c1 | 9 | -1.7 | -2 | 2 | -6 | -4 | -10 | 1 | 3
Cc1cc(C)nc(SCc2nnc(SCC(=O)Nc3nccs3)n2C)n1 | -14 | 0.18 | x | x | 3 | -4 | 12 | x | x
CC(C)(C)C1CCC2(CC1)Nc1cccc3cccc(c13)N2 | -6 | -0.58 | -3 | 96* | -36 | 1 | 5 | 0 | 24
CCC/C(O)=C1\C(=O)CCCC1=NC(C)C(=O)O (centres undefined) | 2 | -1.1 | 2 | -3 | -77 | -4 | -1 | 1 | 1
CCC(C)NS(=O)(=O)c1ccc(OCC(=O)NCc2ccco2)cc1 (centres undefined) | -6 | 0.096 | 7 | 5 | 13 | 0 | 9 | 1 | -7
C=CCOC(=O)CCC(=O)Nc1cc(OC)nc(OC)n1 | -4 | 0.08 | -2 | 41 | 6 | 1 | 2 | 0.6 | -4
Cc1ccc(C(=O)NC(C)CCc2ccccc2)cc1[N+](=O)[O-] (centres undefined) | 19 | 0.05 | -6 | 37 | 24 | 0 | -19 | 0.6 | 5
COc1ccc(CN(C(=O)Cc2c[nH]c3ccccc23)C(C(=O)NC2CCCCC2)c2ccc(C)o2)cc1 (centres undefined) | 12 | 1.2 | -12 | 93* | -6 | -8 | -8 | 0.1 | -2
O=C(C1CCCN(S(=O)(=O)c2cccs2)C1)N1CCc2ccccc2C1 (centres undefined) | 12 | 0.22 | 13 | 39 | 10 | -9 | -9 | 0.6 | 23
CC(C)CCN1CC(C(=O)N2CCN(c3ccc(F)cc3)CC2)CC1=O (centres undefined) | 0 | 0.84 | -2 | -3 | 8 | -8 | -3 | 1 | 4
CN(CC(=O)NC1CCCCC1)S(=O)(=O)c1ccc(Br)s1 | 4 | 0.44 | 2 | 11 | -1 | 2 | -2 | 0.9 | 7
O=C(c1ccc(F)cc1)c1ccc(N2CCCC2)cc1 | -3 | 0.62 | 6 | 21 | -4 | -3 | 3 | 0.8 | 42*
CC(CCc1ccc(O)cc1)N(C)CCc1ccccc1 (centres undefined) | x | 0.44 | 1 | 8 | 1 | -8 | x | 0.9 | 2
CCC1C2CN(C(C)=O)CC=C2C(C#N)=C(N)C1(C#N)C#N (centres undefined) | -6 | 0.068 | 18 | 4 | 13 | -2 | 4 | 1 | -6
Brc1ccccc1OCCCn1cnc2ccccc21 | -1 | 0.11 | 0 | 58* | -3 | -3 | 2 | 0.4 | 30*
CC(C)OC(=O)CN1C(=O)C(=O)c2ccccc21 | -16 | -0.097 | x | x | 1 | -5 | 16 | x | x
CCOc1ccccc1/C=c1\sc2ncnn2c1=O | -6 | -0.6 | 2 | 0 | 6 | -6 | 7 | 1 | 1
O=C(Nc1cc(=O)[nH]c2ncnn12)c1ccccc1 | -4 | -0.17 | 0 | 6 | -1 | -6 | 4 | 0.9 | 2
CC(C)C1=NN2C(=N)CC(=O)N=C2S1 | -5 | 0.38 | -14 | 5 | 14 | -9 | 6 | 1 | -12
Cc1ccc(NC(=O)CN2CC(C)SC2=NC2CCCCC2)cc1 (centres undefined) | 2 | -1.1 | 5 | 82* | 14 | -6 | -2 | 0.2 | 25
CCCc1cc(C(=O)N2CCN(S(=O)(=O)c3ccc(OC)c(OC)c3)CC2)cs1 | 4 | 1.3 | -3 | 15 | -1 | -3 | -4 | 0.8 | 6
COc1ccc(C2N=C(c3ccccc3)C(C)(C)N2O)cc1OC (centres undefined) | x | 1.4 | -6 | 32 | x | x | x | 0.7 | 0
Cc1ccnc2nc(C(=O)NCc3cccs3)nn12 | -12 | -0.69 | 10 | 6 | -31 | -5 | 9 | 0.9 | 6
Cc1ccc(/C=N/N2CCN(Cc3ccccc3)CC2)o1 | 7 | 0.12 | -8 | 27 | -2 | -6 | -5 | 0.7 | -1
COc1cccc(CNC(=O)N[C@@H](CC(C)C)C(=O)O)c1 | 6 | -1.9 | 0 | -3 | -1 | 0 | -8 | 1 | -3

Entries from the list above that have an NH in an aromatic ring (four):
SMILES | sEH inh | DAT uptake mod | PostGolgi yeast | CYP2C19 inhib | S1P2 blocker | S1P2 ag | sEH activator | CYP2C19 activ | PostGolgi ctrl
CC1(C(=O)O)Sc2[nH]c(=O)sc2C2c3ccccc3OC(=O)C21 (centres undefined) | x | 0.11 | 0 | 3 | x | x | x | 1 | -2
COc1ccc(CC(=O)OCc2cc3cccc(C)c3[nH]c2=O)cc1 | 7 | 0.99 | 2 | -1 | -1 | -4 | -10 | 1 | 6
COc1ccc(CN(C(=O)Cc2c[nH]c3ccccc23)C(C(=O)NC2CCCCC2)c2ccc(C)o2)cc1 (centres undefined) | 12 | 1.2 | -12 | 93* | -6 | -8 | -8 | 0.1 | -2
O=C(Nc1cc(=O)[nH]c2ncnn12)c1ccccc1 | -4 | -0.17 | 0 | 6 | -1 | -6 | 4 | 0.9 | 2

Molecules listed so far containing bromine:
SMILES | sEH inh | DAT uptake mod | PostGolgi yeast | CYP2C19 inhib | S1P2 blocker | S1P2 ag | sEH activator | CYP2C19 activ | PostGolgi ctrl
O=C(N/N=C\c1cn(-c2ccccc2)nc1-c1ccccc1)c1ccc(Br)o1 | 9 | x | 9 | 28 | 29 | -4 | -8 | 0.7 | 27
CN(CC(=O)NC1CCCCC1)S(=O)(=O)c1ccc(Br)s1 | 4 | 0.44 | 2 | 11 | -1 | 2 | -2 | 0.9 | 7
Brc1ccccc1OCCCn1cnc2ccccc21 | -1 | 0.11 | 0 | 58* | -3 | -3 | 2 | 0.4 | 30*

Screening data (PubChem)
